Source: PubChem BioAssay (National Center for Advancing Translational Sciences (NCATS))
Shiga toxin inh: blocks Shiga toxin action in Vero cells; Vero cells, Shiga toxin protein synthesis inhibition reporter; inhibition, % at 38.7 µM; 290,000 tested, 9.2% active; AID 2315; in the data active = inhibition mostly above about 28%, no sharp cut-off; inactive = mostly below about 43%; also: 0% is about no effect
Giardia FBPA inh: blocks Giardia fructose-bisphosphate aldolase activity | Potency, µM (titrated, usually from 59.6 µM), inactives show at the highest dose activity, negative = inhibition, most hits filed as inhibitors | 290,000 tested, 0.71% active | purified Giardia FBPA | AID 2451 | A8B2U2; also: potency is read from the fitted curve at half-maximal effect; % is scaled to controls: 0 for no effect and ±100 for the full control effect; nearly all actives have a fitted effect of over 55% in size
Target sequence (A8B2U2 whole entry, looked up): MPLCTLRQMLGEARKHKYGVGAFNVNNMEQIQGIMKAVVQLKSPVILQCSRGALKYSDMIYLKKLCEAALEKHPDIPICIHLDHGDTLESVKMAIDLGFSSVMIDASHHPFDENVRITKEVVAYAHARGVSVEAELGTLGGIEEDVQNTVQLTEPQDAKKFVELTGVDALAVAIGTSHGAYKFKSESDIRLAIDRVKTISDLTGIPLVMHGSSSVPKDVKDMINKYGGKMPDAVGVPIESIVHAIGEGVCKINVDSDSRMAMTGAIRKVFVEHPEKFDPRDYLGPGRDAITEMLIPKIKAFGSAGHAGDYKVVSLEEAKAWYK
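Giardia FBPA (40 nM reagent) was preincubated 10 min at RT with compound (up to 57.5 uM final), then substrate plus GAPDH/TPI/NAD/arsenate coupling system with diaphorase/resazurin was added; resorufin fluorescence (525/598 nm) was read after 20 min.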
Pf growth 96h: inhibits malaria parasite growth, 96 h; P. falciparum luciferase reporter growth, 96 h; Potency, µM (titrated, usually from 28.7 µM), inactives show at the top dose activity change, negative = inhibition, hits mostly inhibitors; 320,000 tested, 6.9% active; also: potency is read from the fitted curve at half-maximal effect; % is scaled to controls: 0 for no effect and ±100 for the full control effect
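P. falciparum expressing integrated firefly luciferase, in erythrocytes at 2% hematocrit, 0.05% parasitemia, incubated with compounds 96 h at 37 C, 5% CO2. Growth inhibition read as loss of luminescence; two-generation exposure targets delayed-death apicoplast inhibitors.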
Pf growth 48h: inhibits P. falciparum growth in the first generation, 48 h; 310,000 tested, 5.9% active; Potency, µM (top dose mostly 28.7 µM), without a hit: top-dose activity change, negative = inhibition, most hits filed as inhibitors; P. falciparum luciferase growth in erythrocytes, 48 h; AID 504832; also: potency is read from the fitted curve at half-maximal effect; % is scaled to controls: 0 for no effect and ±100 for the full control effect
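Read-out is firefly luciferase luminescence from an integrated reporter in P. falciparum, so falling signal marks reduced parasite growth. Infected erythrocytes were at 2% hematocrit and 0.1% parasitemia (final) in Albumax-supplemented RPMI 1640.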
Sm TGR inh: blocks Schistosoma mansoni thioredoxin glutathione reductase | purified TGR, DTNB reduction, TNB absorbance 405 nm | 360,000 tested, 3% active | Potency, µM (doses to about 114 µM), for inactives: at the top dose activity change, negative = inhibition, most hits filed as inhibitors | Q962Y6; also: potency is read from the fitted curve at half-maximal effect; % is scaled to controls: 0 for no effect and ±100 for the full control effect; nearly all actives have a fitted effect of over 60% in size
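First, TGR (20 nM dispensed) and NADPH were mixed with compound. Second, a 15 min room-temperature incubation followed. Third, further NADPH and then DTNB were added to start the reaction. Finally, TNB absorbance was monitored kinetically.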
CHX counter: affects cycloheximide protein synthesis inhibition readout, counter-screen; cell reporter, cycloheximide protein synthesis inhibition counterscreen; max response, %; 300,000 tested, 12% active; in the data active = max response mostly above about 13%, no sharp cut-off; inactive = mostly below about 14%; also: read at 38.3 µM for the half of the compounds with a filed dose; 0% is about no effect
* marks the source's active call; other numbers are inactive results; u = inconclusive; x = no result given; & = joins results of further samples; [ ] = dose if it differs, or a comment. Unless noted, calls follow the shape of the dose curve; as a rule, active = well fitted curve in the direction sought with a large enough effect; inconclusive = small, poorly fitted or top-dose-only effect, or another doubt; inactive = no such curve, though single readings can be large; an effect the other way counts as inactive or inconclusive.

1	O=S(=O)(c1cc(F)ccc1F)N1CCN2CCCC2C1 (configuration not stated)
2	COc1cccc2cc(C(=O)Nc3ccccc3C)/c(=N/NS(=O)(=O)c3ccccc3)oc12
3	NS(=O)(=O)c1ccc(NC(=O)COC(=O)c2cn(-c3ccccc3)nc2-c2ccccc2)cc1
4	CC1(C)CC(=O)CC(=Nc2ccc(C(=O)O)cc2)C1
5	CCc1nnc(NC(=O)c2cc(S(=O)(=O)N3CCCCC3)ccc2C)s1
6	Cc1ccc(S(=O)(=O)Cc2ccc(C(=O)N3CCN(c4ccccn4)CC3)o2)cc1
7	Cc1ccnc(NC(=O)CCC(=O)N(CC(=O)NCCc2ccccc2)Cc2cccs2)c1
8	O=C(O)c1cc2cc(Cc3cccnc3)ccc2o1

assay / compound	1	2	3	4	5	6	7	8
Shiga toxin inh	-2	-6	-13	-13	x	-7	-18	x
Giardia FBPA inh	-12%	-10%	-3%	6%	x	5%	0%	11%&16%
Pf growth 96h	u	13%	29%	u	u	u	41%[activator]	-17%
Pf growth 48h	u	u	-4%	4%	u	x	10%	-3%
Sm TGR inh	10%	-5%	8%	-24%	-1%	u	x	x
CHX counter	-4	11	-4	-2	x	-6	-9	x

The final two entries of the section before open the next one:
7	Cc1ccnc(NC(=O)CCC(=O)N(CC(=O)NCCc2ccccc2)Cc2cccs2)c1
8	O=C(O)c1cc2cc(Cc3cccnc3)ccc2o1
9	COCC(=O)Nc1cc(C)c2c(=O)oc3ccccc3c2n1
10	CCOc1ccc(NC(=O)c2nn(C)c(C(=O)Nc3ccc(OCC)cc3)c2[N+](=O)[O-])cc1
11	Cc1noc(C)c1C(=O)NCCc1ccc(S(N)(=O)=O)cc1
12	O=[N+]([O-])c1cccc(-c2csc(CS(=O)(=O)Cc3ccco3)n2)c1
13	COCc1cc(C)nc(NC2CCCCC2)c1C#N
14	CCn1cc(CN2CCC(n3nccc3NC(=O)c3ccc4c(c3)OCO4)CC2)c(C)n1
15	CC(=O)Nc1ccc(NC(=O)C(C)OC(=O)/C=C/c2cnc3ccccc3n2)cc1 (configuration not stated)
16	Cc1cccc(C(=O)OCCN2CCOCC2)c1

assay / compound	7	8	9	10	11	12	13	14	15	16
Shiga toxin inh	-18	x	2	x	11	10	-4	-11	2	41*
Giardia FBPA inh	0%	11%&16%	3%	7%	-12%	0%	-6%	x	-3%	14µM*
Pf growth 96h	41%[activator]	-17%	58%[activator]	u	30%	15%	-27%	-8%	2%	-21%
Pf growth 48h	10%	-3%	37%[activator]	-7%	-4%	3%	3.7µM*	24%	0%	38%[activator]
Sm TGR inh	x	x	27%	-11%	-18%	-4%	6%	3%	-2%	6%
CHX counter	-9	x	1	-1	-1	16*	5	7	-1	26*

17	CCc1cc(=O)oc2cc(O[C@@H]3O[C@H](CO)[C@@H](O)[C@H](O)[C@H]3O)c(Cl)cc12
18	O=C(NCC(=O)N1CCN(C/C=C/c2ccccc2)CC1)c1ccc(OC(F)F)cc1
19	CCOCCCn1c(=S)[nH]c2cc(C(=O)NCC(OC)OC)ccc2c1=O
20	Cc1ccc(CSc2nnc(NC(=O)Cn3cnc4ccccc4c3=O)s2)cc1
21	O=C(c1cccnc1)N1CCN(Cc2ccc3c(c2)OCO3)CC1
22	CCCCN(CC)Cc1ccc(CNC(=O)Nc2ccc(OC)cc2OC)o1
23	CC(=O)N/C(=C\c1ccccc1)C(=O)Nc1ccc(O)cc1
24	O=C(NCCC1CCCCN1S(=O)(=O)c1cccs1)C(=O)Nc1ccc(F)cc1F (configuration not stated)

assay / compound	17	18	19	20	21	22	23	24
Shiga toxin inh	-6	x	-5	20	-7	26	25	x
Giardia FBPA inh	-5%	x	-17%	12%	-29%	2%	4%	x
Pf growth 96h	26%	u	u	23%	4.1µM*	35%[activator]	60%[activator]	u
Pf growth 48h	10%[0.00184 µM]	u	22%	15%	12%	-14%	-2%	6%
Sm TGR inh	-3%	6%	-2%	8%	0%	6%	4%	-5%
CHX counter	-5	x	3	-2	-4	-5	-2	x

25	CCOc1ccc2nc(Cl)c(C3CC(c4ccccc4)=NN3C(=O)c3cccs3)cc2c1 (configuration not stated)
26	CCN(CC)c1ccc(C=Nc2ccc(C)cc2)c(O)c1
27	CCC1(c2ccccc2)NC(=O)N(CC(=O)NCCN2C(=O)S/C(=C\c3cccnc3)C2=O)C1=O (configuration not stated)
28	COc1ccc(C(=O)NNC(=O)C(NC(=O)c2ccccc2NC(=O)c2ccco2)C(C)C)cc1 (configuration not stated)
29	Nc1cc(Cl)nc(N/N=C/c2c(O)ccc3ccccc23)n1
30	CCn1nnnc1SCC(=O)c1cc(Cl)ccc1OC
31	Cc1ccc(/C=C(/C#N)C(=O)NC(C)c2ccccc2)o1 (configuration not stated)
32	CCOC(=O)c1cnc(-n2nc(C)cc2C)nc1N(C)C

assay / compound	25	26	27	28	29	30	31	32
Shiga toxin inh	-6	6	x	12	116*	12	3	48*
Giardia FBPA inh	-5%	-25%	x	0%	-4%	-2%	-10%	16%
Pf growth 96h	8.3µM*	11%	u	2%	u	28%	-9%	x
Pf growth 48h	u	5%	u	-4%	u	15%	23%	u
Sm TGR inh	-5%	-8%	0%	-8%	0%	0%	-35%	-1%
CHX counter	-1	1	x	-3	26*	-4	6	18*

Rewritten with bars between the fields: entries from further up
No. | molecule | Shiga toxin inh | Giardia FBPA inh | Pf growth 96h | Pf growth 48h | Sm TGR inh | CHX counter
25 | CCOc1ccc2nc(Cl)c(C3CC(c4ccccc4)=NN3C(=O)c3cccs3)cc2c1 (configuration not stated) | -6 | -5% | 8.3µM* | u | -5% | -1
30 | CCn1nnnc1SCC(=O)c1cc(Cl)ccc1OC | 12 | -2% | 28% | 15% | 0% | -4
26 | CCN(CC)c1ccc(C=Nc2ccc(C)cc2)c(O)c1 | 6 | -25% | 11% | 5% | -8% | 1
31 | Cc1ccc(/C=C(/C#N)C(=O)NC(C)c2ccccc2)o1 (configuration not stated) | 3 | -10% | -9% | 23% | -35% | 6

Remaining list, next part:
33	Cc1ccc(S(=O)(=O)NNC(=O)c2ccncc2)cc1[N+](=O)[O-]
34	O=C(NNC(=S)Nc1cccc(C(F)(F)F)c1)c1cccc(Cl)c1
35	Cc1ccccc1Nc1nc(N)nc(CN2CCN(Cc3ccc4c(c3)OCO4)CC2)n1
36	Cc1ccc(NC(=O)CN2CCN(CCN=CC3=C(O)CC(c4ccc(C)cc4)CC3=O)CC2)cc1 (configuration not stated)
37	Cc1ccc(C(=O)NC(=S)N2CCN(C)CC2)cc1
38	C/C(=N\NC(=O)c1ccncc1)c1cccc(NC(=O)c2ccc(Cl)s2)c1
39	C[C@]12CCC3[C@@H](CC[C@@H]4C[C@H](O)CC[C@]34C)[C@@H]1CCC2=O (some centres not stated)
40	CCCCC1=CC2=C(c3ccco3)C(=O)C(C)(OC(=O)c3ccc(OC)cc3)C(=O)C2=CN1CCCN(CC)CC (configuration not stated)

assay / compound	33	34	35	36	37	38	39	40
Shiga toxin inh	-4	0	-23	2	88*	77*	x	-9
Giardia FBPA inh	-22%	24%	4%	5%	-22%	x	x	-26%[12.9 µM]
Pf growth 96h	1.9µM*	-57%	u	28%	x	42%[activator]	4%	15µM*
Pf growth 48h	-5%	-22%	-8%	-8%	30%[activator]	28%	-7%	u
Sm TGR inh	-32%	0%	-2%	-7%[57.1 µM]	-11%	-9%	1%	-35%
CHX counter	-1	11	13	-2	21*	31*	x	-5

41	Cc1nc2ccccc2cc1C(=O)NCc1ccc(F)cc1
42	Cc1ccc(C(=O)N[C@H](C(=O)OCC(=O)NC2CCS(=O)(=O)C2)C(C)C)cc1 (some centres not stated)
43	O=C(CCCCC(=O)Nc1ccc(F)cc1)Nc1ccc(F)cc1
44	CC(=O)Nc1ccc(S(=O)(=O)NC(CC(=O)O)c2ccc(C)cc2)cc1 (configuration not stated)
45	CCC(C)[C@H](NS(=O)(=O)c1ccc(C)cc1)C(=O)N1CCC(C(=O)N2CCC(C(=O)OC)CC2)CC1 (some centres not stated)
46	CN1CCN(C(=O)c2cnn3c(C(F)(F)F)cc(-c4ccc5c(c4)OCO5)nc23)CC1
47	C/C(=N/Nc1nc(-c2ccccc2)c(CC(=O)O)s1)c1ccccc1
48	NC(=O)c1ccc(CSc2nc3ccccc3s2)cc1

assay / compound	41	42	43	44	45	46	47	48
Shiga toxin inh	4	-8	-2	-14	10	-15	68*	94*
Giardia FBPA inh	2%	0%	7%	16%	-3%	-2%	-11%	x
Pf growth 96h	10%	35%[activator]	-2%	21%	-27%	-28%	u	268%[activator]
Pf growth 48h	0%	17%	-1%	8%	-27%	-25%	u	133%[activator]
Sm TGR inh	11%	10%	-1%	9%	-2%	4%	0.32µM*	0%
CHX counter	8	-1	-2	1	-1	5	35*	48*

49	NC1=NC(=O)C(Cc2ccc(F)cc2)S1 (configuration not stated)
50	CCCNC(=O)c1csc2c1CCCCC2
51	CCOc1cccc2sc(NN)nc12
52	CCN(CC)C(=N)/C(C#N)=N/Nc1ccccc1
53	C/C(CCN1CCCCc2nc(C)c(C)cc21)=N\O[C@@H](C)CN1CCCCc2nc(C)c(C)cc21
54	O=C(COC(=O)C1CCN(S(=O)(=O)c2cccs2)CC1)Nc1ccc(F)c(F)c1F
55	CCOC(=O)c1ccccc1OCc1cc(/C=N/NC(=O)c2ccncc2)ccc1OC
56	O=C(NC1CCOC1)c1cc(COc2cccc(C(F)(F)F)c2)on1 (configuration not stated)

assay / compound	49	50	51	52	53	54	55	56
Shiga toxin inh	-8	12	-13	93*	-3	x	7	66*
Giardia FBPA inh	3%	0%	-23%	-16%	4%[12.9 µM]	x	-3%	x
Pf growth 96h	-2%	46%[activator]	u	41%[activator]	12µM*	4%	28%	u
Pf growth 48h	11%	15%	u	67%[activator]	13µM*	24%	3%	-24%
Sm TGR inh	1%	3%	0%	-13%	-20%	5%	17%	-24%
CHX counter	-3	7	1	39*	-4	x	-5	41*

57	Cc1nn(C)c(C)c1S(=O)(=O)N1CCCC(C(=O)NC2CCCCC2)C1 (configuration not stated)
58	Cc1nc2ccccc2n1-c1nc(-c2ccco2)cc(C(F)(F)F)n1
59	CSc1ncccc1C(=O)OCC(=O)c1[nH]c(C)c(C(C)=O)c1C
60	COc1ccc(/C(O)=C2/C(=O)C(=O)N(c3ccccn3)C2c2cccc(Cl)c2)cc1 (configuration not stated)

assay / compound	57	58	59	60
Shiga toxin inh	17	12	x	-3
Giardia FBPA inh	6%	6%	x	11%
Pf growth 96h	u	x	42%[activator]	u
Pf growth 48h	-4%	1%	-13%	u
Sm TGR inh	-31%	0%	-7%	u
CHX counter	-3	-5	x	1

Down the list, from the results shown.
Entries 45–51 in Sm TGR inh, in turn: -2%, 4%, 0.32µM*, 0%, 1%, 3%, 0%
Entries 45–51 in Shiga toxin inh, in turn: 10, -15, 68*, 94*, -8, 12, -13

Hits appear at their usual frequency. Share with any hit: about 24%.
